GC-B act: human GC-B receptor activators, primary screen, HEK293 GC-B cells, cGMP TR-FRET, EC30 CNP. 0% at EC30 CNP, 100% saturating CNP. activation, % at 10 µM. AID 1920062, 2024. hit rate 0.11% among 370,000. Atrial natriuretic peptide receptor 2 (Homo sapiens), P20594;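 active means activation at 10 µM reaching about 35% in either raw or pattern-adjusted values, limit read from the data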
DDE Tn6 FP inh: inhibitors of Tn6 peptide binding to fibrin DD(E), primary screen, biochemical, fluorescence polarization, human fibrin, Tn6 probe. inhibition, % at 8.3 µM. AID 720509, 2013. hit rate 0.21% among 370,000. Fibrin DD(E) TRITC-Tn6 fluorescence polarization displacement. Fibrinogen beta chain (Homo sapiens), P02675;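 active means inhibition above a per-campaign cutoff: mean of compounds within control limits plus 3 SD, cut at about 15% in these data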;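 further: 0% = median of all compound wells on the plate and 100% = blocking peptide control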
Target sequence (P02675 whole entry, looked up): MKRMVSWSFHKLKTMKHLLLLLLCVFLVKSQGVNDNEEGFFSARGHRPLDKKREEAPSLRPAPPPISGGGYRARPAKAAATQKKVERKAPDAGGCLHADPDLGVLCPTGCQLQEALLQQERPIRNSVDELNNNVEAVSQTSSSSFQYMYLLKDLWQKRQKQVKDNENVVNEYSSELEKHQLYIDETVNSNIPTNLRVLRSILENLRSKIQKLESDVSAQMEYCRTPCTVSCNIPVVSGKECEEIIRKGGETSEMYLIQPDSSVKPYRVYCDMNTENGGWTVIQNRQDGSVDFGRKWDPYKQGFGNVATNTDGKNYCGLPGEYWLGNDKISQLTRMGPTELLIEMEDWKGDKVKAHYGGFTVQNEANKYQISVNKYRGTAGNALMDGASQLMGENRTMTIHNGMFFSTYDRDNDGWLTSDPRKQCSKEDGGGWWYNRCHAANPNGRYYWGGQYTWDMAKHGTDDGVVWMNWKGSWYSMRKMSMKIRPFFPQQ
NPR1 activator: GC-A stimulated cGMP production enhancers – HEK293 GC-A cells, cGMP TR-FRET, EC30 ANP, primary screen; Atrial natriuretic peptide receptor 1 (Homo sapiens), P16066; 0% at EC30 ANP, 100% saturating ANP; activation, % at 10 µM; hit rate 0.14% among 370,000; in the data active means activation above about 40%
HGIII-sPLA2 inh: human group III sPLA2 inhibitors, primary screen, biochemical, QFRET, BODIPY PC-A2 liposome substrate | Group 3 secretory phospholipase A2 (Homo sapiens), Q9NZ20 | QFRET BODIPY PC-A2 liposome hydrolysis, fluorescence | inhibition, % at 12.2 µM | hit rate 0.56% among 370,000 | AID 743126, 2013;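 active means inhibition above mean plus 3 SD of compounds lying within the high and low control bounds, cut at about 19% in these data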;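 further: 0% = median of test compound wells and 100% = no enzyme DMSO wells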
Target sequence (Q9NZ20 whole entry, looked up): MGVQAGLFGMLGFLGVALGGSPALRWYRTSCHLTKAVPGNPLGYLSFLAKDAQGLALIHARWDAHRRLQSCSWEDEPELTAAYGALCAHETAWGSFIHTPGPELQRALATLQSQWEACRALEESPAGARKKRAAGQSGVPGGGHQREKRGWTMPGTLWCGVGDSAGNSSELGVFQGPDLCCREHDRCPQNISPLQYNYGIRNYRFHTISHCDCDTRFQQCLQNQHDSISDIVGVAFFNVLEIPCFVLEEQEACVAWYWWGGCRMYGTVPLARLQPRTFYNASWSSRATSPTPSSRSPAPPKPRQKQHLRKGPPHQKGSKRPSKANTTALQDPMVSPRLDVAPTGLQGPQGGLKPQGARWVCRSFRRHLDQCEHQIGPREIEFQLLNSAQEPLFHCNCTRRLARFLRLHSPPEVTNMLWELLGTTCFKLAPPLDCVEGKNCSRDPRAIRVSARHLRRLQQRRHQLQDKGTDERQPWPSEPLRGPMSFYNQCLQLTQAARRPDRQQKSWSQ
ARFGAP1 inhibitor: inhibitors of rat ARFGAP1 GAP activity, primary screen, biochemical, fluorescence polarization, GDP tracer; ADP-ribosylation factor GTPase-activating protein 1 (Rattus norvegicus), Q62848; Arfgap1-stimulated ARF1 GTP hydrolysis, GDP FP detection; inhibition, % at 16.5 µM; hit rate 0.26% among 360,000; AID 651572, 2012;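 active means inhibition above a per-plate limit, mean inhibition of low control wells plus 3 SD, cut at about 25% in these data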;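 further: 0% = DMSO wells with enzyme and 100% = wells lacking Arfgap1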
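System: truncated rat Arfgap1 GAP domain / Benchmarks: high control wells lacking Arfgap1, low control full reaction with DMSO / Times: compound-enzyme preincubation 20 min, reaction 120 min, detection 60 min, 25 °C / Repeats: one replicate per compound / Also added: human ARF1(Δ1-17)-GTP substrate / Measured by: Tracer-displacement fluorescence polarization with EDTA stop, 620/688 nm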
rCAG RNA binder: binders of r(CAG) RNA repeats, primary screen, biochemical, fluorescence; inhibition, % at 3 µM; hit rate 1.3% among 370,000; r(CAG) RNA repeat, TO-PRO-1 dye displacement fluorescence;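 active means inhibition above the plate cutoff, the mean of all test compounds on that plate plus 3 SD, cut at about 35% in these data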;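 further: 0% = DMSO alone and 100% = 100 µM mitoxantrone as full dye displacement; higher means more dye released from RNA so lower well fluorescence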
GAA850 FXN act: FXN promoter activators, primary screen, cell-based, luciferase luminescence, HEK293 lucGAA850; HEK293 lucGAA850 FXN promoter luciferase reporter, 24 h; percent of 10 µM SAHA response; activation, % at 6 µM; hit rate 0.56% among 360,000;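 active means activation above the average of all compounds screened plus 3 SD, cutoff fixed separately per campaign, cut at about 7.5% in these data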;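 further: 0% = DMSO wells and 100% = 10 µM SAHA wells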
ASAP1 inh: inhibitors of human ASAP1 ArfGAP activity, primary screen, biochemical, fluorescence polarization. ASAP1-stimulated ARF1 GTP hydrolysis, GDP FP detection. inhibition, % at 16.5 µM. Arf-GAP with SH3 domain, ANK repeat and PH domain-containing protein 1 (Homo sapiens), …. hit rate 0.19% among 360,000; in the data active means inhibition above about 25%;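 further: 0% = vehicle with enzyme and substrate and 100% = no enzyme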
KLK7 zymogen act: proKLK7 zymogen activators, primary screen, biochemical, fluorescence intensity; Kallikrein-7 (Homo sapiens), P49862; purified proKLK7, EDANS-DABCYL substrate fluorescence; 100% is mature enzyme control, 0% vehicle; activation, % at 7 µM; hit rate 0.9% among 370,000; AID 652039, 2013;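 active means activation above the mean of all tested compounds plus 3 SD, computed per campaign excluding outliers beyond control limits, cut at about 13% in these data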
ADAM10 inh: human ADAM10 inhibitors, primary screen, biochemical, QFRET, HTS | hit rate 0.62% among 370,000 | AID 720582, 2013 | Disintegrin and metalloproteinase domain-containing protein 10 (Homo sapiens), O14672 | recombinant ADAM10, EDANS/DABCYL FRET peptide cleavage, 3 h | inhibition, % at 7 µM;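 active means inhibition above a per-campaign cutoff equal to the mean of compounds falling between control-based bounds plus 3 SD, cut at about 20% in these data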;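 further: 0% = DMSO wells while the 100% control is not disclosed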
* hit, by the source's call; · = not tested or not shown. No enrichment for hits; overall some 4.5% were active at least once.

SMILES	GC-B act	DDE Tn6 FP inh	NPR1 activator	HGIII-sPLA2 inh	ARFGAP1 inhibitor	rCAG RNA binder	GAA850 FXN act	ASAP1 inh	KLK7 zymogen act	ADAM10 inh
CCOc1cc(C2C(C(C)=O)=C(O)C(=O)N2CCc2c[nH]c3ccccc23)ccc1O (stereo not given)	-3	6	0	-3	-5	4	2.5	3	0.4	-5
COCCn1c(C)cc(C(=O)COc2nc3ccccc3nc2C)c1C	3	-5	2	5	11	-1	-0.1	-4	0.7	7
C=C(C)C#CC(Cc1ccccc1)N(CC1CC1)/C(N)=N/C(=O)OCc1ccccc1 (stereo not given)	-6	-6	-20	8	·	1	·	·	-0.4	-71
CC(NS(=O)(=O)c1ccc(CCC(=O)NCc2ccco2)cc1)c1ccccc1 (stereo not given)	1	3	1	-5	0	-4	1.1	-10	-0.1	-4
COc1ccc(CCNC(=S)Nc2ccc(C(C)C)cc2)cc1	-1	5	2	-2	14	-2	-2.0	5	0.6	5
O=S(CC(O)(c1ccccc1)c1ccccc1)CC(O)(c1ccccc1)c1ccccc1	-2	4	-4	-9	-3	0	-6.8	-3	0.0	-4
COc1cc(C2/C(=C(\O)c3ccc4c(c3)OCCO4)C(=O)C(=O)N2Cc2ccccc2)ccc1O (stereo not given)	3	3	-4	2	-3	7	0.3	-3	0.2	4
COc1ccc(CCNC2=C(Cl)C(=O)N(CCc3ccccc3)C2=O)cc1OC	7	2	5	-5	9	6	1.5	18	-364	-5
CC1CC(C)(C)NC(=S)N1CCCC(=O)NCCc1ccc(Cl)cc1 (stereo not given)	4	-2	2	9	2	-7	0.9	2	-0.2	2
Cc1cc(O)c(C(=O)/C=C/c2ccccc2)c(=O)o1	-1	4	-3	-19	-4	30	2.8	-5	0.4	1
O=S1(=O)c2ccc(N3CCSCC3)cc2Oc2ccccc2CN1Cc1cn(Cc2ccccc2C(F)(F)F)nn1	3	-1	4	0	·	13	·	·	-0.2	1
CC1CN(S(=O)(=O)c2cccc(C(=O)OCC(=O)N3CCCCCC3)c2)CC(C)O1 (stereo not given)	6	-8	1	-2	17	-2	3.0	-2	0.1	-3
CCOC(=O)c1c(-c2ccc(C)o2)csc1N	-4	8	8	-1	2	11	-2.1	9	-0.1	0
O=C(Nc1ccc(F)cc1)OCc1cn(Cc2cccc(F)c2)nn1	-5	-13	2	-2	·	3	·	·	-0.1	2
CCCC(=O)N1CCN(c2nnc(-c3ccc(C)cc3)c3ccccc23)CC1	6	-3	0	9	15	-1	-0.6	-2	-0.5	-6
N#Cc1ccccc1S(=O)(=O)N1CCN(C(=O)c2cc(=O)[nH]c3ccccc23)CC1	0	2	0	2	-11	3	-0.1	-7	-0.8	-75
COc1ccc(CCC(C(O)C(F)(F)F)S(=O)c2ccccc2)cc1 (stereo not given)	-1	4	-1	-7	14	-5	-2.8	10	0.4	-4
CC(=O)c1ccc(OCC(=O)OC(C)C(=O)NC2CCCCC2C)cc1 (stereo not given)	3	9	2	6	-5	1	0.0	1	-0.6	-4
COc1ccc(N(CC(=O)Nc2cc(OC)ccc2OC)S(=O)(=O)c2c(C)nn(C)c2C)cc1	7	1	4	-9	-7	3	-1.2	-8	1.1	5
Cc1ccc(NC(=O)COc2ccc3c(c2)OCO3)c(C)c1	2	2	-2	14	2	-1	2.2	8	0.2	-13
COc1cc(OC)cc(C(=O)NCC(=O)OC(C)C(=O)NC(C)C2CC3CCC2C3)c1 (stereo not given)	-7	0	-17	-3	-7	-1	0.9	7	-0.2	-8
CC(=O)N(c1ccccc1)c1nc(/C=C/C(=O)O)cs1	1	-9	-5	-2	11	-4	-0.4	6	-0.2	3
O=C(Nc1ccc(O)c(-c2nc3ccccc3o2)c1)C1(c2ccc(Br)cc2)CCCC1	4	-5	1	-2	1	1	-0.9	-14	-0.7	10
CCCCCCn1c(=O)c(C(=O)N/N=C/c2cccc(F)c2)c(O)c2ccccc21	-12	2	0	1	-11	-1	2.7	-15	0.2	2
COc1ccc(C(NC(=O)CN2CCCCCC2)c2ccc(OC)cc2)cc1	-5	9	-6	-1	0	-9	-1.1	-5	0.3	-9
O=C(Nc1ccc2nc3n(c(=O)c2c1)CCCCC3)c1ccccn1	2	9	1	-5	-8	1	2.9	2	0.4	-5
CCC1CCCCN1c1nc(-c2ccncc2)nc2ccccc12 (stereo not given)	-17	1	-23	-10	-6	-6	7.1	-13	-0.8	6
O=C(COC(=O)Cc1cccc(C(F)(F)F)c1)Nc1ccc2[nH]c(=O)[nH]c2c1	-3	2	0	-6	9	1	0.3	-11	0.1	-9
Cc1c(C(=O)Nc2ccc(C(=O)Nc3ccccc3)cc2)cccc1[N+](=O)[O-]	-3	0	-1	6	0	-2	1.1	12	0.0	-6
COc1ccc(/C=N/NS(=O)(=O)c2ccc(C)cc2)cc1	1	7	5	10	2	2	3.8	-18	-0.1	4

4 entries drawn at random from those above:
SMILES	GC-B act	DDE Tn6 FP inh	NPR1 activator	HGIII-sPLA2 inh	ARFGAP1 inhibitor	rCAG RNA binder	GAA850 FXN act	ASAP1 inh	KLK7 zymogen act	ADAM10 inh
COc1ccc(CCC(C(O)C(F)(F)F)S(=O)c2ccccc2)cc1 (stereo not given)	-1	4	-1	-7	14	-5	-2.8	10	0.4	-4
Cc1ccc(NC(=O)COc2ccc3c(c2)OCO3)c(C)c1	2	2	-2	14	2	-1	2.2	8	0.2	-13
O=S1(=O)c2ccc(N3CCSCC3)cc2Oc2ccccc2CN1Cc1cn(Cc2ccccc2C(F)(F)F)nn1	3	-1	4	0	·	13	·	·	-0.2	1
COc1ccc(C(NC(=O)CN2CCCCCC2)c2ccc(OC)cc2)cc1	-5	9	-6	-1	0	-9	-1.1	-5	0.3	-9

More compounds.
SMILES	GC-B act	DDE Tn6 FP inh	NPR1 activator	HGIII-sPLA2 inh	ARFGAP1 inhibitor	rCAG RNA binder	GAA850 FXN act	ASAP1 inh	KLK7 zymogen act	ADAM10 inh
O=C(c1ccccc1-c1ccccc1)N1CCOCC1	2	-1	2	2	1	3	0.7	8	-0.5	4
CCc1cccc(CC)c1NC(=O)c1ccc(-n2cncn2)nc1	0	4	0	6	2	-3	0.0	-6	0.7	-1
O=C(N[C@@H](Cc1c[nH]c2ccccc12)C(=O)O)OCC1c2ccccc2-c2ccccc21	1	-4	6	-106	2	59*	0.1	-9	0.8	-2
CCc1sc(C(=O)N2CCN(C(=O)c3ccccc3)CC2)cc1C	-1	-1	-3	1	9	1	0.7	1	-0.5	-10
N#CCn1cnc2sc(-c3ccccc3)cc2c1=O	0	4	1	-3	-6	11	9.2*	1	-1.2	-13
O=C(NCc1ccco1)/C(=C/c1ccccc1)NC(=O)c1ccco1	1	1	-1	0	9	1	-1.6	9	0.2	-4
COc1ccc(-c2nnc(SCC(N)=O)n2N)cc1	2	-4	4	4	2	-1	1.8	7	-0.2	3
CC(=O)Nc1ccc(NC(=O)COc2ccc3c(c2)CCC3)cc1	-1	-5	-2	3	3	-6	0.1	-19	0.3	-7
CC(C)(C)S(=O)N1Cc2cc(CO)cc(CCO)c2[C@@H]1CCO (stereo not given in full)	2	-1	4	8	-14	4	0.1	-3	-0.2	-5
Nc1nnc(SCC(=O)c2ccc3ccccc3c2)s1	-3	3	0	-19	7	7	·	1	0.8	6
CC(C)(C)CC(=O)NC(=S)NCc1ccco1	3	-5	3	5	8	-8	-1.0	1	0.1	4
Cc1ccc(-n2nnnc2-c2cnoc2-c2cccc(F)c2)cc1	5	1	1	-8	-13	-4	1.0	-7	-0.5	-4
Cc1ccc(NC(=O)c2ncn(CCCNCc3ccc4c(c3)OCO4)n2)cc1C	-2	1	4	-5	2	2	0.9	1	-0.3	-15
NNC(=O)Cc1csc(-c2ccccc2)n1	0	4	0	-10	3	-1	1.3	-1	0.6	4
COc1ccc(C2C(C#N)=C(N)Oc3n[nH]c(C)c32)cc1Cn1cc([N+](=O)[O-])cn1 (stereo not given)	-6	-10	-3	-9	5	6	-2.3	3	-1.5	4
CC(C)Cn1c(N)cc(=O)n(C)c1=O	8	-7	-1	1	5	-7	-0.7	3	-0.1	-2
COc1ccc(C(=O)NC(=S)Nc2ccc(CN3CCOCC3)cc2)cc1	0	-1	-1	10	-4	-3	2.2	4	0.1	10
Cc1cc(C)n(CCN(C)Cc2nc(Cc3ccccc3F)no2)n1	2	4	1	2	-7	-1	0.6	17	-0.7	4
Cc1cc(C)c(C#N)c(N2CCN(c3ccc(F)cc3)CC2)n1	-3	2	-2	2	7	-3	0.8	-16	0.1	-1
Cc1cccc(OCC(=O)Oc2ccc(Cl)cc2)c1	1	5	3	-3	2	-2	-0.1	4	-1.0	-4
O=C(Nc1ccccc1Cl)NC1(C(=O)N2CCCCC2)CCCCC1	-1	2	-1	8	-4	5	-0.9	-2	-0.9	7
CC(C)CN(C(=O)c1cccc(S(=O)(=O)N2CCN(C)CC2)c1)C1CCS(=O)(=O)C1 (stereo not given)	-4	0	2	2	8	-2	0.8	-4	0.1	4

Part of the list above with just DDE Tn6 FP inh, NPR1 activator and ARFGAP1 inhibitor:
| SMILES | DDE Tn6 FP inh | NPR1 activator | ARFGAP1 inhibitor |
| --- | --- | --- | --- |
| O=C(c1ccccc1-c1ccccc1)N1CCOCC1 | -1 | 2 | 1 |
| CCc1cccc(CC)c1NC(=O)c1ccc(-n2cncn2)nc1 | 4 | 0 | 2 |

Screening results (PubChem BioAssay)
